Source: PubChem (several laboratories)
HER2 expr 66K = inhibitors of human Her2 kinase expression; actives 0.69% (n = 65,000); AID 645; SKBR-3 HER2 protein level, AlphaScreen, 18-24 h; stronger effect = lower value; HER2 level % of control, % at 10 µM;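 active means HER2 level under 5% of the carrier-only control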;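 further: 100% = DMSO carrier and 0% = 500 nM PU-H71 HSP90 inhibitor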
C1s inh = blocks human complement C1s protease activity; P09871; actives 0.16% (n = 62,000); mean inhibition % of two 10-compound mixtures (stronger effect = higher value), % at 5 µM (by protocol); AID 538; purified C1s, fluorogenic AMC substrate, pooled mixtures;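 active means inhibition above 20% in each of the two 10-compound mixture wells holding the compound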;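 further: 0% = enzyme wells lacking compound mixture and 100% = no-enzyme blank wells; some compounds called inactive have numbers as strong as hits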
Cathepsin G inh = inhibitors of human cathepsin G; P08311; inhibition, % at 5 µM (by protocol); actives 0.2% (n = 62,000); purified enzyme, AMC-tetrapeptide fluorescence, pooled mixtures;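 active means inhibition above 20% in each of the two mixture wells holding the compound; inactive means inhibition of 20% or less in either well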;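 further: 0% = enzyme control without mixture and 100% = blank lacking enzyme; strong numbers were not always called active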
Target sequence (P08311 21-244 limits assumed): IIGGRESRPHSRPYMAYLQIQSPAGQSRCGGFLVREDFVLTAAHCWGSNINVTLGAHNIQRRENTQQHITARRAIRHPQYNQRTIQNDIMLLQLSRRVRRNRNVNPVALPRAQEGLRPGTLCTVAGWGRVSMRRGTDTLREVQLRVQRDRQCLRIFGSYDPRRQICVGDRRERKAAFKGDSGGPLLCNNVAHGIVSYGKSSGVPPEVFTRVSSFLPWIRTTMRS
CatB inh = blocks human cathepsin B protease activity; inhibition, %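 (tested at 10 µM)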; AID 453; purified cathepsin B, fluorogenic substrate, fluorescence; actives 0.1% (n = 63,000); in the data active means inhibition above about 21%;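 further: 0% = enzyme with no compound and 100% = no enzyme blank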
CatL block = blocks human cathepsin L protease activity | P07711 | purified cathepsin L, fluorogenic substrate, fluorescence | inhibition, %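 (tested at 10 µM)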 | actives 0.17% (n = 58,000); in the data active means inhibition above about 45%;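 further: 0% = enzyme with no compound and 100% = no enzyme blank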
Target sequence (P07711 114-288 limits assumed): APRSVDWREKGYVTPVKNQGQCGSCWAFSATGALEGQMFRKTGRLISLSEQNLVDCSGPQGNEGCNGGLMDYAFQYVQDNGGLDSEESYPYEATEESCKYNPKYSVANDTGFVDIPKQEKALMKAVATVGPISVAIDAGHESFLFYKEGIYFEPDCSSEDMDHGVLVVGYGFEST
Target sequence (P07711 292-333 limits assumed): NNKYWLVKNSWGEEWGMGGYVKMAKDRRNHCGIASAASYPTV
PKA inh = blocks human protein kinase A activity | PKA Kemptide phosphorylation, Kinase-Glo ATP luminescence | inhibition, % at 6 µM | actives 0.1% (n = 65,000) | AID 524;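 active means inhibition above the screen-wide mean inhibition plus 3 SD, cut at about 21% in these data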; further: many of its hits are not listed in these tables
CatB mix inh = inhibitors of human cathepsin B in compound mixtures. actives 0.06% (n = 62,000). Purified cathepsin B, AMC dipeptide fluorescence. inhibition, %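 (ten-compound pools at 5 µM per compound and 50 µM total)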. P07858. AID 488; in the data active means inhibition above about 22%, passing the limit was not always enough;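 further: 0% = enzyme without compound and 100% = no enzyme blank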
CatS inh = blocks human cathepsin S protease activity | P25774 | recombinant cathepsin S, AMC dipeptide fluorescence, pooled mixtures | inhibition, %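 (tested at 5 µM per compound within 10-compound mixtures)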 | actives 0.06% (n = 62,000); in the data active means inhibition above about 32%, passing the limit was not always enough;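 further: 0% = enzyme without compound and 100% = blank without enzyme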
Target sequence (P25774 115-331 limits assumed): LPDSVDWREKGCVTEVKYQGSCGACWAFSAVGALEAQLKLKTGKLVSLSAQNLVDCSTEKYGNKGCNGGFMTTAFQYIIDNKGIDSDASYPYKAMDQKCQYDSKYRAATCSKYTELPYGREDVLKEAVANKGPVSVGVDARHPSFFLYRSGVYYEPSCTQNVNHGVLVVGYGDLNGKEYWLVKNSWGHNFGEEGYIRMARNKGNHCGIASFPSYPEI
ROCK2 blocker = blocks human Rho kinase 2 activity | purified ROCK2, Kinase-Glo ATP depletion luminescence | inhibition, % at 6 µM | actives 0.35% (n = 60,000) | AID 604;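 active means inhibition above the screen-wide mean inhibition plus 3 SD, cut at about 18% in these data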;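 further: plate controls were DMSO wells for no effect and Y-27632 control wells after no-enzyme background subtraction for full effect; many of its hits are not listed in these tables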
* = called active by the depositor; nt = no result given. This is a subset; count on the stated rates, not on these rows.

SMILES	HER2 expr 66K	C1s inh	Cathepsin G inh	CatB inh	CatL block	PKA inh	CatB mix inh	CatS inh	ROCK2 blocker
N#CCC(=O)N1CCn2c1nc1ccccc12	101	-43	4	0	19	7	-9	-5	7
Cn1c(=O)[nH]c(=O)c2c1nc(N1CCN(Cc3ccccc3)CC1)n2CCSc1ncccn1	111	-17	8	-2	nt	5	1	0	1
Cc1ccc(Cn2c(CN3CCOCC3)nc3c2c(=O)n(C)c(=O)n3C)cc1	58	7	7	-3	1	7	5	-5	nt
COC(=O)C1=C(N)Oc2cc(C)n(Cc3cccnc3)c(=O)c2C1c1ccccc1OC (stereo not given)	72	4	2	0	-7	10	-2	-1	4
Cc1cc(C)n2cc(CSCc3ccco3)nc2n1	60	-2	1	-2	-2	13	5	-7	4
O=C(CCS(=O)(=O)c1ccccc1)Nc1nc(-c2ccccn2)cs1	65	-1	-2	4	8	5	5	14	3
Cc1nn(-c2ccccc2)c2sc(C(=O)N(CC(=O)NC(C)(C)C)Cc3ccco3)cc12	34	-66	5	0	nt	4	-2	-6	0
CCOCC(=O)Nc1nnc(COCC)s1	77	10	12	3	26	11	2	3	6
CCn1c(COc2ccc(C)cc2)nnc1SCC(=O)Nc1ccc2c(c1)OCCO2	106	-8	0	14	4	8	-3	10	4
CCCOc1ccc(C(C)=O)cc1CSCCC#N	110	2	34	-1	4	0	4	-5	3
CCOc1cc(NC(=O)c2ccco2)c(OCC)cc1NC(=O)COc1ccccc1	119	-3	6	0	-20	10	-3	2	4
COc1ccc2oc(=O)c(C(=O)N3CCN(c4ccccc4F)CC3)cc2c1	66	2	0	0	2	6	3	5	7
CCCc1nnc(NC(=O)CC(=O)OCC)s1	100	13	12	4	28	-11	6	2	-2
CCOC(=O)c1cc(OCC(=O)NC(C)C(C)C)cc(C(=O)OCC)c1 (stereo not given)	100	-7	4	3	5	4	0	-19	3
CCC(Oc1ccccc1)C(=O)Nc1nnc(C(F)(F)F)s1 (stereo not given)	92	6	5	1	-2	-2	6	19	-1
CCCCn1ccnc1C(=O)c1ccc(S(=O)(=O)N(CCOC)CCOC)cc1	77	-2	-1	-2	nt	-2	4	10	-1
COc1ccc(C(=O)n2nc(-c3ccc(C)cc3)nc2N)cc1OC	83	13	44*	7	-11	0	4	-2	nt
CC(C)CN(C(=O)COC(=O)c1ccc2c(c1)NC(=O)CS2)C1CCS(=O)(=O)C1 (stereo not given)	108	-4	6	5	8	4	-1	6	3
O=C(Nc1ccccc1)N(C1=NCCC1)c1ccc(OC(F)F)cc1	89	-14	-11	7	-3	4	4	15	2
NCCCCCNC(=O)/C=N\O	130	6	0	-5	-7	6	5	-7	5
Brc1ccccc1Cn1c(-c2cncs2)nc2ccccc21	123	-14	-3	-3	-5	5	2	-2	-3
Cc1ccc(S(=O)(=O)N2CCOCC2)cc1C(=O)Nc1c(C)n(C)n(-c2ccccc2)c1=O	140	0	10	-1	nt	8	4	-5	5
Cc1cccc(NC(=O)CSc2ncnc3c2oc2ccccc23)c1	72	-32	-3	0	-2	5	11	1	4
COC(=O)Nc1ccc(C)c2nsnc12	68	-5	8	-1	-9	3	9	-8	0
COc1ccc(Br)cc1CNC(=O)C1CCN(S(=O)(=O)N2CCCCC2)CC1	120	-39	-8	6	5	4	-3	-2	2

(further entries)
SMILES	HER2 expr 66K	C1s inh	Cathepsin G inh	CatB inh	CatL block	PKA inh	CatB mix inh	CatS inh	ROCK2 blocker
Cn1nnnc1SCC(=O)Nc1ccccc1Cc1ccccc1	99	2	-3	0	3	10	2	-3	4
Cn1c(=O)c2c(O)cc(=O)[nH]c2n(-c2ccccc2)c1=O	83	-29	-2	-8	11	5	3	0	4
CCOC(=O)c1[nH]c(C)c(/C(O)=C2\C(=O)C(=O)N(CCN(C)C)C2c2cccc(OC)c2OC)c1C (stereo not given)	57	5	3	2	4	5	2	10	1
O=C(c1cccn2c(=O)c3ccccc3nc12)N1CCN(Cc2ccc3c(c2)OCO3)CC1	96	2	13	-3	-31	1	5	-4	nt
CCCC(c1nnnn1Cc1ccccc1)N1CCC(C(N)=O)CC1 (stereo not given)	84	5	8	4	2	8	-4	-5	10
COc1ccc(Cl)cc1Nc1nc(NCCO)nc(N2CCCC2)n1	107	4	2	-5	2	6	7	13	3
CCCC(=O)c1cn(CC(=O)OC)c2ccccc12	87	4	9	8	6	9	3	5	7
CCn1c(=O)n(CC(=O)N2CCN(c3ccccc3F)CC2)c(=O)c2ccccc21	97	23	9	0	3	8	0	-7	3
CCOC(=O)C(NCc1ccccn1)(NC(=O)c1cccnc1)C(F)(F)F (stereo not given)	115	10	7	-1	11	4	3	4	2
CCOc1ccc2cc(C#N)c(SCC(=O)OC)nc2c1	90	-7	-2	-2	nt	-2	5	-1	7
O=C(c1ccccc1Br)N1CCN(c2ccccc2)CC1	61	-12	-3	nt	17	5	2	-8	0
O=C(O)c1cn(-c2ccccc2)nc1-c1cccnc1	114	5	-3	5	1	8	1	7	3
N#Cc1nc(COc2ccccc2)oc1N1CCN(Cc2ccccc2)CC1	100	5	2	-1	-3	2	-1	-5	-2
COc1cc2cc(CN(CCO)S(=O)(=O)c3ccccc3Cl)c(=O)[nH]c2cc1OC	89	-29	-1	-3	-10	5	5	-2	2
CCOC(=O)Cc1nn2c(=O)cc(C)nc2s1	89	1	0	1	1	16	5	3	4
COc1ccc(OCCNC(=O)c2ccccc2OCC(=O)N2CCCCC2)cc1	92	-4	-1	-3	-2	7	5	-2	8
Cc1ccc(S(=O)(=O)N2CCCC(C(=O)N(Cc3cccs3)C3CC3)C2)cc1 (stereo not given)	nt	-1	-1	2	16	-3	-1	11	nt
Cc1nc(-c2cccc(S(=O)(=O)N3CC(C)OC(C)C3)c2)cs1 (stereo not given)	216	-21	0	2	-13	7	-9	8	4
Cc1cccn2c(=O)c3cc(C(=O)N(C)C)n(C)c3nc12	108	-10	8	2	-29	8	4	2	9
Cc1ccccc1CSCCNC(=O)CN(c1ccc2c(c1)OCO2)S(C)(=O)=O	111	17	8	5	21	-3	4	6	0
O=C(NC1CCCCC1)N1CCCCCC1	115	1	8	0	-5	12	1	-4	6
COc1ccc2nc3oc(C(=O)N4CCN(c5ccccc5F)CC4)cc3cc2c1	91	-24	9	6	nt	9	3	0	6
c1ccc2c(c1)nnn1c3ccccc3nc21	nt	-35	0	nt	9	-6	-4	8	-8
CCNC(=O)CC(=O)Nc1ccccc1C(=O)O	92	2	4	-2	0	7	-3	12	2
CC1=C(C(N)=O)C(c2ccncc2)n2nc(-c3ccccc3Cl)nc2N1 (stereo not given)	80	0	5	-2	0	10	-6	-6	1

(next part)
SMILES	HER2 expr 66K	C1s inh	Cathepsin G inh	CatB inh	CatL block	PKA inh	CatB mix inh	CatS inh	ROCK2 blocker
CCN1CCN(c2ncc(C(=O)Nc3cc(Cl)c(OC)cc3OC)c3ccccc23)CC1	62	19	-1	7	18	9	1	19	4
Cc1sc2nc(SCC(=O)NCCO)n(C)c(=O)c2c1C	nt	19	11	2	10	nt	7	10	nt
c1ccc2c(c1)OCC(c1nnc3sc(-c4cnccn4)nn13)O2 (stereo not given)	98	-35	3	3	6	8	-8	4	8
O=C(O)CCCC(=O)Nc1nc2n(n1)C(c1ccc(F)cc1)CC(c1ccc(Cl)cc1)N2 (stereo not given)	114	12	10	6	17	-5	3	-2	2
Cc1noc(C)c1CSc1ncnc2sc(C)c(C)c12	102	-42	-7	-2	-5	-6	-7	-15	1
COc1ccc(N(CC(=O)Nc2ccc(C)cn2)S(=O)(=O)c2c(C)nn(C)c2C)cc1	104	10	6	1	nt	6	-3	4	3
CCc1ccc(NC(=O)CNS(=O)(=O)c2c(C)noc2C)cc1	105	1	1	-4	20	15	0	8	4
O=C(Cn1cnc2c(oc3ccccc32)c1=O)N1CCCc2ccccc21	95	1	3	-4	5	7	0	2	nt
CCOc1ccc(NC(=O)CSc2nnc(Cc3cccn3C)n2-c2ccc(OC)cc2)cc1	105	-72	-7	3	-13	8	-15	-14	7
COCCCNC(=O)Cn1nc(-c2ccc(C)cc2)ccc1=O	75	18	10	3	-2	0	5	-3	-4
O=C(CNS(=O)(=O)c1cccs1)N1CCc2ccccc2C1	87	-2	-1	-4	-10	-7	-3	-5	-8
CC(=O)N1CCN(CC(O)COc2ccc(OCc3ccccc3)cc2)CC1 (stereo not given)	114	10	10	-1	-2	8	0	2	8
OC(c1cccs1)c1nccc2ccccc12 (stereo not given)	124	0	-2	-1	19	-6	-1	15	-3
Cn1c(-c2ccccc2)cnc1SCC(=O)NCc1ccco1	81	3	-1	2	1	8	3	12	6
Nc1c(C(=O)c2cccs2)oc2ccccc12	43	-11	-1	4	13	-4	1	-8	-3
CCOC(=O)c1c[nH]c2c3c(ccc2c1=O)CCCC3	65	16	10	-3	-7	-2	5	1	-2
COc1ccc(OC)c(N(CC(=O)N2CCCC2)S(=O)(=O)c2ccc(OC)c(OC)c2)c1	128	15	10	6	8	9	2	-4	6
COc1cccc(C(=O)N(CN2CCCC2=O)c2cc(C)on2)c1	107	11	2	-5	-7	-1	7	6	-2
COc1ccc2[nH]c(=O)c(CN(CC3CCCO3)C(=O)Nc3ccccc3)cc2c1 (stereo not given)	101	25	2	-1	-6	-4	1	-3	-7
CC(=O)Nc1ccc(S(=O)(=O)Nc2ccc(N3CCOCC3)c(F)c2)cc1	98	0	-4	1	-1	2	1	2	0
CC(=O)n1cc(C2C(=O)CCCC2=O)c2ccccc21	124	17	14	1	12	5	2	10	0
COc1cccc(NC2CC(=O)N(CCc3ccccc3)C2=O)c1 (stereo not given)	101	3	-3	0	-1	5	2	1	1
CS(=O)(=O)N(CC(=O)O)c1ccc2c(c1)OCO2	87	14	10	2	20	-3	4	5	1
Cc1cc(-c2nnc3n2N=C(c2ccc(-c4ccccc4)cc2)CS3)n[nH]1	-21*	12	7	0	6	4	3	-1	1
CSC1=NC(NCCCO)c2c(sc3c2CC(C)(C)OC3)N1 (stereo not given)	118	4	8	0	-53	10	2	-9	8

The closing 3 compounds of the part before open the next one:
SMILES	HER2 expr 66K	C1s inh	Cathepsin G inh	CatB inh	CatL block	PKA inh	CatB mix inh	CatS inh	ROCK2 blocker
CS(=O)(=O)N(CC(=O)O)c1ccc2c(c1)OCO2	87	14	10	2	20	-3	4	5	1
Cc1cc(-c2nnc3n2N=C(c2ccc(-c4ccccc4)cc2)CS3)n[nH]1	-21*	12	7	0	6	4	3	-1	1
CSC1=NC(NCCCO)c2c(sc3c2CC(C)(C)OC3)N1 (stereo not given)	118	4	8	0	-53	10	2	-9	8
CCOc1ccc(C(=O)N(CN2CCCC2=O)c2ccccc2)cc1	82	11	12	2	5	3	1	13	3
O=C(O)Cc1ccc(C(=O)c2cccs2)s1	115	-19	-5	1	1	14	-1	11	2
O=C(Nc1cccnc1)c1ccc(COc2ccccc2Br)o1	71	10	9	3	nt	5	-1	3	13
CCc1nc(SCC(=O)Nc2nccs2)c2oc3ccccc3c2n1	62	-3	-5	3	1	4	3	0	3
Oc1cccc2ccc(Nc3ccccn3)nc12	-20*	-41	-12	-3	4	0	4	-12	-2
CCOC(=O)CSC1=C(C#N)C(c2ccccc2OCC)C(C(=O)OCC)C(=O)N1 (stereo not given)	95	-4	-2	-2	-17	-2	3	-1	4
O=C(O)c1cc(S(=O)(=O)Nc2ccccc2C(=O)O)ccc1O	172	3	-2	1	nt	nt	0	-2	nt
CCCn1c2c(c(O)c(C(=O)Nc3ncccc3C)c1=O)CCCC2	82	14	10	-1	0	-12	4	0	-4
Cc1ccc(-c2[nH]nc3c2C(c2ccoc2)C(C#N)=C(N)O3)cc1C (stereo not given)	103	2	7	2	6	8	-10	-17	4
COc1ccc(NC(=O)CN(c2cc(C)cc(C)c2)S(=O)(=O)c2c(C)noc2C)cc1	80	14	9	-2	nt	5	3	4	5
CCOc1ccc(NC(=O)CN2CCN(CC(=O)Nc3ccc(C(=O)OC)cc3)CC2)cc1	101	-7	-1	-4	5	4	9	8	4
